TRPC6 act: mouse TRPC6 channel activators, primary screen, cell-based, HEK293, membrane potential dye | Short transient receptor potential channel 6 (Mus musculus), Q61143 | HEK293-TRPC6 membrane potential dye fluorescence; active compounds read high | B-score at 10 µM | 310,000 compounds, 0.13% hits | AID 2550, 2010;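 active = B-score of the integrated fluorescence ratio above library mean plus 3 SD, and starting fluorescence ratio within library mean plus 5 SD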;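 note: higher score means more depolarization so channel activation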
MrgX1 agonist: agonists of human MrgX1 receptor, primary screen, HEK293 cells, Fluo-4 calcium flux | Mas-related G-protein coupled receptor member X1 (Homo sapiens), Q96LB2 | Fluo-4 calcium fluorescence, agonist mode; active compounds read high | B-score at 10 µM | 310,000 compounds, 0.44% hits;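 active = calcium response B-score plate-corrected fluorescence ratio at least 3 library SD, with starting fluorescence B-score inside 5 SD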
Target sequence (Q96LB2 whole entry, looked up): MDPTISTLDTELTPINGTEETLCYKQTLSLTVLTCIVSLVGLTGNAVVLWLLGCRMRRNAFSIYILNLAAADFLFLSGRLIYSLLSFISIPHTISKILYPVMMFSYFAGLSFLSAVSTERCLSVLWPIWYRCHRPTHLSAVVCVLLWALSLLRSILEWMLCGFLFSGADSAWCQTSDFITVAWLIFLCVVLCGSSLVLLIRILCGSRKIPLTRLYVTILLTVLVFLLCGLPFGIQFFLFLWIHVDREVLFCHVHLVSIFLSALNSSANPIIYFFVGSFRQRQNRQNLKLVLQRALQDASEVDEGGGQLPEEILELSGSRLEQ
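Material – MrgX1-expressing HEK293 cells · Input – 15,000 cells seeded per well · Dosing – compound as first of three additions · Times – overnight seeding, then 1 h dark dye loading · Measured by – kinetic Fluo-4 NW fluorescence of intracellular calcium · Read-out – B-scored fluorescence response ratio · Benchmarks – positive and negative control wells on each plate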
PolyA inh: polyadenylation inhibitors in yeast reporter cells, primary screen, luminescence, S. cerevisiae; S. cerevisiae SKY197-pL101 polyadenylation reporter, beta-gal luminescence; efflux-impaired pdr1/pdr3 knockout yeast; score 100 = 6 SD above DMSO; calls only at 12 µM; 300,000 compounds, 0.02% hits;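 active = lowest replicate activity score at least 50, where 100 means six control SD above control mean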;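 note: yeast exposed to compound for 9 h at 30 °C; higher score means more reporter readthrough which indicates perturbed polyadenylation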
TRPC6 inhibitor: mouse TRPC6 channel inhibitors, primary screen, cell-based, HEK293, membrane potential dye. ACh-evoked depolarization; active compounds read low. B-score at 10 µM. 310,000 compounds, 1.1% hits;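 active = B-score under library mean minus 3 SD, initial fluorescence not abnormally high, positive integrated signal ratio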;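 note: B-score derived from integrated fluorescence ratio over the kinetic read; more negative B-score means stronger inhibition of depolarization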
HIF activator: HIF pathway transcriptional activators, primary screen, cell-based, U2OS HRE-luciferase, luminescence; U2OS HRE-luciferase reporter; normalized: DMSO 0%, desferrioxamine 100%; activation, % at 7.5 µM (by protocol); 300,000 compounds, 0.32% hits; AID 1910, 2009;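 active = mean activation of at least 10% of the iron chelator positive control signal, with at least half of replicates also reaching 10%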
AI-2 QS modul: Vibrio harveyi AI-2 quorum sensing modulators, primary screen, JMH597 strain, luminescence/OD600 ratio. Vibrio harveyi JMH597 AI-2 luminescence/OD600 ratio, 9 h; active compounds read low; strain lacks LuxN and CqsS sensors; 0 = neutral-control median. activity change, % at 7.5 µM. 300,000 compounds, 0.4% hits; in the data active = activity change below about -75%, passing the limit was not always enough;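 note: luminescence divided by OD600 gain over 9 h not by final OD600 alone; inactives centre near 13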
MrgX1 antagonist: antagonists of human MrgX1 receptor, primary screen, HEK293 cells, Fluo-4 calcium flux | Mas-related G-protein coupled receptor member X1 (Homo sapiens), Q96LB2 | BAM8-22 antagonism; active compounds read low | B-score at 10 µM | 310,000 compounds, 1.3% hits | AID 588676, 2011;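 active = calcium-response B-score plate-corrected more than 3 library SD below zero, starting fluorescence within 5 deviations, no agonist response on first addition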;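 note: peak minus trough fluorescence over baseline after final BAM8-22 challenge near maximal dose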
TRPC4 inh: inhibitors of mouse TRPC4 channel, primary screen, Fluo4 calcium, HEK293 TRPC4beta/mu-opioid cells. DAMGO-evoked Fluo4 calcium flux; active compounds read low. B-score at 10 µM. 300,000 compounds, 0.39% hits. AID 2247, 2010;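 active = B-score over 3 SD under the library average, no early fluorescence shift, positive overall ratio signal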
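material = TRPC4beta/mu-opioid receptor HEK293 cell line | probe or stimulus = sequential submaximal and maximal DAMGO stimulation | compound dosing = one concentration per compound | measured by = Fluo4 Ca2+ flux fluorescence | evaluation = integrated fluorescence ratio relative to baseline, converted to per-well B score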
MrgX1 allo act: positive allosteric modulators of MrgX1, primary screen, HEK293 cells, Fluo-4 calcium flux; Mas-related G-protein coupled receptor member X1 (Homo sapiens), Q96LB2; FDSS; active compounds read high; B-score at 10 µM; 310,000 compounds, 0.63% hits; AID 588675, 2011;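 active = plate-corrected calcium response at least 3 library SD above typical, normal starting fluorescence, not activating the receptor alone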;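 note: compound read alongside a low EC10 to EC30 dose of BAM8-22 agonist; peak minus trough fluorescence over baseline measured at the second addition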
TRPC4 PAM: positive allosteric modulators of TRPC4, primary screen, cell-based, mouse TRPC4beta, HEK293 mu-opioid, Fluo-4 calcium | Short transient receptor potential channel 4 (Mus musculus), Q9QUQ5 | DAMGO EC20, Fluo-4 Ca2+ flux; active compounds read high | B-score at 10 µM | 310,000 compounds, 0.42% hits | AID 2227, 2009;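 active = B-score of calcium response area above 5 SD of library B-scores, with initial fluorescence ratio within 5 SD of library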;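 note: B-score of integrated fluorescence ratio over time as area under calcium response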
TRPC4 agonist: activators of mouse TRPC4 channel, primary screen, Fluo4 calcium, HEK293 TRPC4beta/mu-opioid cells; Fluo4 calcium fluorescence; active compounds read high; B-score at 10 µM; 310,000 compounds, 0.49% hits; AID 2237, 2010;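 active = B-score above 5 SD of library B-scores, and initial fluorescence ratio not above library mean plus 5 SD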;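 note: positive B-score marks a calcium rise read as TRPC4 activation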
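Technique: kinetic Fluo4 calcium fluorescence; Test system: TRPC4beta and mu-opioid receptor HEK293 stable cells; Measure: B-scored integrated calcium fluorescence ratio; Benchmarks: low control buffer alone, high control maximal DAMGO; Schedule: 45 min room-temperature Fluo4 loading, 110 s read.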
Starred values were filed as active, the others as inactive; i = inactive; . = no result given. A portion of the library; rates above refer to the full screens.

Start of the listing, in advance (three entries):
SMILES	TRPC6 act	MrgX1 agonist	PolyA inh	TRPC6 inhibitor	HIF activator	AI-2 QS modul	MrgX1 antagonist	TRPC4 inh	MrgX1 allo act	TRPC4 PAM	TRPC4 agonist
Cc1cc(C(C)(C)C)oc1C(=O)OCC(=O)NC1CCCCC1	i	i	i	-5.3*	-0.4	-2	i	i	i	i	i
CC(=O)Nc1cccc2c1C(=O)N(c1ccc(C)cc1)C2=O	i	i	i	i	-0.6	6	i	i	i	i	i
CCOc1ccc(NC(=O)c2sc(N3CCOCC3)nc2-c2ccccc2)cc1	i	i	i	i	0.2	12	i	i	i	i	i

The whole of this part, from the first entry:
SMILES	TRPC6 act	MrgX1 agonist	PolyA inh	TRPC6 inhibitor	HIF activator	AI-2 QS modul	MrgX1 antagonist	TRPC4 inh	MrgX1 allo act	TRPC4 PAM	TRPC4 agonist
Cc1cc(C(C)(C)C)oc1C(=O)OCC(=O)NC1CCCCC1	i	i	i	-5.3*	-0.4	-2	i	i	i	i	i
CC(=O)Nc1cccc2c1C(=O)N(c1ccc(C)cc1)C2=O	i	i	i	i	-0.6	6	i	i	i	i	i
CCOc1ccc(NC(=O)c2sc(N3CCOCC3)nc2-c2ccccc2)cc1	i	i	i	i	0.2	12	i	i	i	i	i
CCCCc1nc2cc(C(=O)N3CCC[C@H]3CO)ccc2o1	i	i	i	i	0.5	19	i	i	i	i	i
CC(C1CC2CCC1C2)N1CC(O)=C(c2nc3ccccc3[nH]2)C1=N (configuration not stated)	i	i	i	i	-0.3	18	i	i	i	i	i
COc1ccc(CCNCc2ccc(OCc3ccccc3)cc2)cc1	i	i	i	i	0.5	14	i	i	i	i	i
CC1=CC(C)(C)Nc2ccc(OC(=O)CCN3C(=O)c4ccccc4C3=O)cc21	i	i	i	i	-2.0	51	i	i	i	i	i
O=C(NC(=S)N1CCCC1)c1ccc(Cl)cc1	i	i	i	i	-0.9	13	i	i	i	i	i
COc1ccc(CCNC(=O)CC(=O)N/N=C/c2ccc(Br)cc2)cc1OC	i	i	i	i	-0.8	12	i	i	i	i	i
Cc1ccc(C(=O)NCc2nc3ccccc3[nH]2)o1	i	i	i	i	-0.3	20	i	i	i	i	i
O=C(Nc1n[nH]c(=S)s1)c1ccco1	i	i	i	i	2.8	-1	i	i	i	i	i
COc1ccc(C(=O)Nc2cccc(C(=O)NCc3ccccc3)c2)cc1	i	i	i	i	0.7	13	i	i	i	i	i
O=C(NN1C(=O)c2ccccc2NC1c1ccc([N+](=O)[O-])o1)c1ccc([N+](=O)[O-])cc1 (configuration not stated)	i	i	i	i	-0.3	26	i	i	i	i	i
COc1ccc(CCNC2=NCC(C)S2)cc1 (configuration not stated)	i	i	i	i	-0.1	31	i	i	i	i	i
Cc1noc(COc2ccccc2OCC(N)=O)n1	i	i	i	i	-0.1	15	i	i	i	i	i
CS(=O)(=O)c1cccc(NC(=O)C2CCCN2S(=O)(=O)c2ccc(F)cc2)c1 (configuration not stated)	i	i	i	i	-0.3	9	i	i	i	i	i
COc1ccc(C2=NC(C)(C)Cc3cc(OC)c(OC)cc32)cc1OC	i	i	i	i	-1.1	16	i	i	i	i	i
CC1(NC(=O)NCc2ccco2)CCS(=O)(=O)C1 (configuration not stated)	i	i	i	i	-0.2	3	i	i	i	i	i
CCn1c(=O)c(=O)[nH]c2cc(C(=O)NCC3CCCCC3)ccc21	i	i	i	i	-0.1	8	i	i	i	i	i
COc1cc(CC(=O)N2CCC(n3nccc3NC(=O)C3CC3)CC2)cc(OC)c1OC	i	i	i	i	-0.3	3	i	i	i	i	i
COC(=O)[C@@H]1Cc2c([nH]c3ccccc23)C(C)(C)N1C(=O)CCl	i	i	i	i	0.2	29	i	i	i	i	i
Cc1ccc(C2(C(F)(F)F)NC(=O)N3C(=C2C#N)Nc2ccccc23)cc1 (configuration not stated)	i	i	.	i	0.0	10	i	i	i	i	i
O=C(/C=C/c1ccc([N+](=O)[O-])cc1)NCCSCc1ccco1	i	i	i	i	-0.7	9	i	i	i	i	i
CC12CC(c3ccccc3O1)N(C(=O)c1ccco1)C(=S)N2c1ccccc1 (configuration not stated)	i	i	i	i	0.1	4	i	i	i	i	i
COc1cc(C(=S)N2CCOCC2)cc(OC)c1OC(=O)c1cc([N+](=O)[O-])cc([N+](=O)[O-])c1	i	i	i	i	-25	33	i	i	i	i	i
Cc1ccc(Nc2n[nH]c(C)c2[N+](=O)[O-])cc1	i	i	i	i	2.8	10	i	i	i	i	i
Cn1c(=O)c(Nc2ccc(Cl)cc2)c2c3c(cccc31)C(=O)c1ccccc1-2	i	i	i	i	0.0	22	i	i	i	i	i
CCCNC(=O)CN1C(=O)NC(CCSC)C1=O (configuration not stated)	i	i	i	i	-0.2	6	i	i	i	i	i
COc1ccc(CNn2c(-c3cccs3)nc3ccccc3c2=O)cc1OC	i	i	i	i	0.1	28	i	i	i	i	i
C[C@H](NC(=O)c1ccco1)C(=O)Nc1ccc(S(=O)(=O)N2CCCC2)cc1	i	i	i	i	-4.5	19	i	i	i	i	i
O=C(NCCc1ccccc1)C1CCN(C(=O)c2ccc(F)cc2)CC1	i	i	i	i	-0.2	20	i	i	i	i	i
O=C(Nc1cc(S(=O)(=O)N2CCOCC2)ccc1N1CCCC1)C1CC1	i	i	i	i	0.0	8	i	i	i	i	i
O=C(C1CC1)N1N=C(c2ccc(F)cc2)CC1(O)C(F)(F)F (configuration not stated)	i	i	i	i	-0.6	18	i	i	i	i	i
C=CCOC(=O)C(C#N)c1nc2ccccc2nc1N1CCN(Cc2ccc3c(c2)OCO3)CC1 (configuration not stated)	i	i	i	i	-0.6	21	i	i	i	i	i
CCOC(=S)SCC(=O)Nc1nccs1	i	i	i	i	-0.3	16	i	i	i	i	i
CCc1nnc(NC(=O)c2cc(Cl)ccn2)s1	i	i	i	i	-11	32	i	i	i	i	i
Cn1cc(C(=O)c2ccc(Cl)cc2Cl)cc1C=O	i	i	i	i	-0.4	36	i	i	i	i	i
COc1ccccc1CNC(=O)C1CC(c2ccccc2F)=NO1 (configuration not stated)	i	i	i	i	-5.5	22	i	i	i	i	i
Cc1c(C)c2ccc(O[C@@H]3O[C@H](CO)[C@H](O)[C@H](O)[C@H]3O)cc2oc1=O	i	i	i	i	0.6	3	i	i	i	i	i
Cn1cc(Br)c(C(=O)NC2C3CC4CC(C3)CC2C4)n1 (configuration not stated)	i	i	i	i	0.0	17	i	i	i	i	i
COc1ccccc1NC(=O)c1ccc(NC(=O)C2COc3ccccc3O2)cc1 (configuration not stated)	i	i	i	i	-0.3	.	i	i	i	i	i
O=C(NC1CC1)c1sc2cc(Cl)ccc2c1Cl	i	i	i	i	2.3	36	i	i	i	i	i
CCOC(=O)c1cnn(Cc2cccc(Cl)c2)c1C	i	i	i	i	-0.3	5	i	i	i	i	i
Cn1c(/C=C/c2ccccc2)nc2ccccc21	i	i	i	-7.9*	-3.7	17	i	i	i	i	i
CCOc1ccc(N/C(=N/c2nc(C)cc(C)n2)NC(C)=O)cc1	i	i	i	i	1.0	2	i	i	i	i	i
COc1ccccc1NC(=O)Cc1nnc(SCC(=O)Nc2ccc(F)cc2F)n1C	i	i	i	i	-0.3	18	i	i	i	i	i
Cc1ccc(S(=O)(=O)N2CCN(CC(=O)N/N=C/c3cc([N+](=O)[O-])ccc3Cl)CC2)cc1	i	i	i	i	0.6	8	i	i	i	i	i
Cc1ccc(S(=O)(=O)NNC(=S)Nc2cccc(F)c2)cc1	i	i	i	i	0.4	27	i	i	i	i	i
COC(=O)C1=C(C)NC2=C(C(=O)CCC2)C1c1ccc(-c2ccsc2C(=O)OC)o1 (configuration not stated)	i	i	i	i	0.0	-3	i	i	i	i	i
COc1ccc(C(=S)NCS(=O)(=O)c2ccc(C)cc2)cc1	i	i	i	i	0.3	6	i	i	i	i	i
CCOC(=O)[C@@H]1[C@H]2COc3ccccc3[C@H]2N2C(=O)N(c3ccc(Cl)cc3)C(=O)[C@]12C	i	i	i	i	1.4	28	i	i	i	i	i
COCCn1c(Cc2ccccc2)nnc1SCC(=O)Nc1ccccc1	i	i	i	i	-0.5	3	i	i	i	i	i
O=C(c1ccc([N+](=O)[O-])cc1)N1CCc2ccccc21	i	i	i	i	-0.1	-2	i	i	i	i	i
C[C@@H](C(=O)NCCc1ccccc1)N1C(=O)N2CCc3c([nH]c4ccccc34)[C@@]2(C)C1=O	i	i	i	i	0.7	15	i	i	i	i	i
O=c1c2ccccc2nc2n1CC/C2=C\N1CCN(c2ccc([N+](=O)[O-])cc2)CC1	i	i	i	i	1.0	7	i	i	i	i	i
CC(C)CSc1nnc(N)s1	i	i	i	i	0.7	2	i	i	i	i	i
Clc1ccc(-c2cc3ccccc3nc2N2CCCC2)cc1	i	i	i	i	0.0	4	i	i	i	i	i
CC(C)(C)c1ccc(OC(=O)c2ccccc2)cc1	i	i	i	i	0.2	-14	i	i	i	i	i
O=C(c1nn(Cc2ccccc2)c(=O)c2ccccc12)N1CCc2ccccc2C1	i	i	i	i	-0.1	12	i	i	i	i	i
CC(C)Oc1cccc(C(=O)NC(=S)Nc2ccccc2)c1	i	i	i	i	0.9	9	i	i	i	i	i
COCc1c(C(=O)N/N=C(/C)c2cccs2)nnn1-c1nonc1N	i	i	i	i	-1.3	4	i	i	i	i	i
